Compound activity from PubChem.
Rad51 HR inh = Rad51 (human) homologous recombination inhibition; Q06609; hRad51 DNA strand exchange, fluorescence dequenching; inhibition, % at 10 µM; hit rate 0.085% among 200,000; AID 1385;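 active means inhibition above 40% at the single screening dose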;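 further: 0% = DMSO control wells and 100% = blanks with heterologous ssDNA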
Target sequence (Q06609 whole entry, looked up): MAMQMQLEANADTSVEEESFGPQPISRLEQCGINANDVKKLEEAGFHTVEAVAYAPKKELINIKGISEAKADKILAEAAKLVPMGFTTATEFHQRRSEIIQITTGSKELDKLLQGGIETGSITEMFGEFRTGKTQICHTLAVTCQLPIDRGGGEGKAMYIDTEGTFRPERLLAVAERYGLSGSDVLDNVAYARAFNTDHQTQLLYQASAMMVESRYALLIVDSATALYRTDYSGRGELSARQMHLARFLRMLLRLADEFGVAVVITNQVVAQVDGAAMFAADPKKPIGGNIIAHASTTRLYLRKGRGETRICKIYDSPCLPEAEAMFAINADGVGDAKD
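material = hRad51 filaments on single-stranded DNA | reagent = Donor/quencher-labelled 47-bp dsDNA substrate | compound = 10 µM final, single point | schedule = strand-exchange reaction 15 min at room temperature | measured by = fluorescein emission 520 nm, excitation 485 nm | read-out basis = % inhibition versus plate control and blank means | benchmarks = plate controls and plate blanks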
eIF4E-4G inh = blocks eIF4E binding to eIF4G; P63073+Q04637; TR-FRET eIF4E-eIF4GI(517-606) binding, 2 h; inhibition, % at 21.7 µM; hit rate 0.37% among 220,000;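 active means inhibition above about 30%, limit read from the data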;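 further: 0% = full FRET control wells and 100% = background wells lacking eIF4GI fragment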
EP2 mod = modulates human prostaglandin E2 receptor EP2 signaling | P43116 | EP2-expressing cells, cAMP HTRF FRET, PGE2 co-stimulation | induction, % at 25 µM | hit rate 0.83% among 260,000;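 active means compounds whose cAMP rise, as percent of the full-agonist control response, exceeds 60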;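 further: rat C6 glioma line stably carrying human EP2 under a CMV promoter; the protocol text gives 20 µM as final concentration; 100% = response of wells given 1 µM PGE2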
Target sequence (P43116 whole entry, looked up): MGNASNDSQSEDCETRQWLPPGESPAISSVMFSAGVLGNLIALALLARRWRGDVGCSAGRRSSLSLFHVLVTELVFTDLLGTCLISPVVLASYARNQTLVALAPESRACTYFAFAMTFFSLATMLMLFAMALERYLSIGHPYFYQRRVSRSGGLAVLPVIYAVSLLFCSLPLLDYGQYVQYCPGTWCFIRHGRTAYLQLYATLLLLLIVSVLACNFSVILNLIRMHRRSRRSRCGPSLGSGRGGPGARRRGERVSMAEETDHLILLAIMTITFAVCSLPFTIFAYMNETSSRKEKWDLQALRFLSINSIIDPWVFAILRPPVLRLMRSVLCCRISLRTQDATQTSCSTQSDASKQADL
14-3-3 Bad PPI = disrupts binding of bovine 14-3-3 zeta to phospho-Bad peptide | hit rate 0.71% among 220,000 | inhibition, % at 21.7 µM | P63103 | TR-FRET 14-3-3zeta/Dy647-pBad peptide displacement, 1 h | AID 781;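 active means inhibition above about 70%, limit read from the data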;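 further: 0% = full 14-3-3 plus peptide FRET controls and 100% = background without 14-3-3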
Target sequence (P63103 whole entry, looked up): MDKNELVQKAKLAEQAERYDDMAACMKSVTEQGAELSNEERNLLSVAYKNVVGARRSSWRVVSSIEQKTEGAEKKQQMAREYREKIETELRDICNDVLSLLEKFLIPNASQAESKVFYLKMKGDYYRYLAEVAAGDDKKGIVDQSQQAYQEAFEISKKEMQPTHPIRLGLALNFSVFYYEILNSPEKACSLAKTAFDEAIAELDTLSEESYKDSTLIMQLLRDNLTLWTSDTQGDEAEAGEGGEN
PGE2 EP2 inh = EP2 receptor (human) inhibition. inhibition, % at 25 µM. hit rate 0.52% among 260,000. C6 glioma cells expressing human EP2, cAMP TR-FRET; cells stimulated with saturating PGE2. AID 1422;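 active means percent inhibition above 40 after rounding to a whole number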;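 further: rat C6 glioma host cells with rolipram phosphodiesterase inhibitor present; the protocol text gives 20 µM as final concentration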
L929 necroptosis = L929 zVAD cell death inhibition; hit rate 0.38% among 220,000; L929 zVAD necroptosis rescue, ATP luminescence, 24 h; with zVAD 60 µM; viability rescue, % at 10 µM;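 active means activation, scaled between plate controls, above about 75%, limit read from the data; inactive means activation under that limit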;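 further: 0% = zVAD with DMSO and 100% = DMSO alone without zVAD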
Hck Nef HTS = inhibitors of human Hck kinase activated by Nef; Recombinant Hck-YEEI plus Nef, Z-Lyte FRET kinase assay; inhibition, % at 20 µM; hit rate 0.68% among 220,000;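 active means Hck-Nef kinase inhibition above about 50%, limit read from the data; inactive means inhibition below that limit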;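 further: 0% = DMSO with Hck plus Nef and 100% = Hck alone without Nef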
Calpain2 inh = calpain II (pig) inhibition | purified calpain II, fluorogenic peptide substrate, 30 min | inhibition, % at 16 µM | hit rate 0.37% among 220,000 | AID 1236;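 active means inhibition above about 50%, limit read from the data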
Tb hexokinase = blocks Trypanosoma brucei hexokinase 1 activity | hit rate 0.11% among 220,000 | inhibition, % at 10 µM | recombinant TbHK1, G6PDH-coupled NADH A340;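 active means inhibition of 50% or more in the single-dose primary screen; inactive means inhibition below 50%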
Active calls of the source: *; i = inactive; nt = not tested or not shown; & = joins results of further samples; [ ] = dose if it differs, or a comment.

SMILES	Rad51 HR inh	eIF4E-4G inh	EP2 mod	14-3-3 Bad PPI	PGE2 EP2 inh	L929 necroptosis	Hck Nef HTS	Calpain2 inh	Tb hexokinase
Cc1sc2nc(SCC(=O)OC(C)C)n(C)c(=O)c2c1C	1	4	-7	-7	12	1.1	9	-34	3
Cc1cc(C)cc(NC(=S)N2CCN(c3ncccn3)CC2)c1	-16	1	0	2	8	-1.0	2	0	1
O=C(CN1CCCc2ccccc21)Nc1ccc(F)cc1[N+](=O)[O-]	6	3	45	-16	4	-0.7	22	-8	-2
COc1ccc(CC(=O)Nc2ccc(S(=O)(=O)Nc3ncccn3)cc2)cc1	18	-8	6	-13[fluorescence artefact?]	21	0.8	6	-86	-2
O=C1CCN(C(=O)c2cccs2)c2ccccc21	-41	5	26	-5	9	0.8	4	-10	-15
C=Cn1c(C(=O)O)cc(CC)c1-c1ccccc1	1	-7	2&-1	-7	4&8	-0.1	1	-4	1
Cc1cccc(NC(=O)CSc2nnc([C@@H]3CCCN3C(=O)OC(C)(C)C)o2)c1C	8	4	17	-6[fluorescence artefact?]	10	0.6	-1	-13	4
CCOC(=O)c1c(NC(=O)Cn2ccsc2=N)sc(C)c1C	-6	3	-58	2	3	-0.2	28	11	-5
CCOC(=O)N1CCN(C(=O)c2ccc(CN(c3ccc(C)c(C)c3)S(C)(=O)=O)cc2)CC1	6	-15	4	-13[fluorescence artefact?]	2	-1.0	1	-50	-12
CC(=O)N(C)c1nnc(-c2cnccn2)s1	nt	7	-6	-2	nt	0.3	1	-10	-12
Cc1cccc(-c2nnc(SCCC(=O)N3CCOCC3)o2)c1	-2	16[fluorescence artefact?]	6	-5	11	0.5	6	-8	4
CSc1nc2ccccc2n1CC(=O)N1CCCCC1	-2	5	31	-7	7	-0.4	1	-10	0
CCOC(=O)c1sc2nc(C)n(N)c(=O)c2c1C	-6	-2	14	2	8	0.2	21	29	6
O=C(COC(=O)Cn1cnc2ccccc2c1=O)NCC12CC3CC(CC(C3)C1)C2	10	-1	14	2[fluorescence artefact?]	7	-0.3	2	-10	-6
C/C(=N\NC(=O)c1cc(C2CC2)nc2ccccc12)c1ccc(C)s1	1	-2	-19	-9	13	1.6	4	-145	-6
Nc1ccc(C(=O)OCC(=O)NC2CC2)cc1[N+](=O)[O-]	-6	-2	6	-16	3	6.9	21	-14	-6
CC(C)c1ccccc1NC(=S)NCCCn1ccnc1	12	4	29	-20	11	2.2	26	-44	-2
CC(=O)Nc1nonc1NC(=O)CSc1nc2ccccc2o1	3	15	-7	18	6	-0.1	0	16	16
CSc1ccccc1C(=O)Nc1cccc(C)c1	-1	4	-3	-6	5	1.6	0	-7	-4
CC(C)CN1CCC(CNC(=O)CCc2nnc(Cc3c[nH]c4ccccc34)o2)CC1	3	0	11	-16	8	4.7	19	-18	1

In a second layout: entries from further up.
canonical_smiles | Rad51 HR inh | eIF4E-4G inh | EP2 mod | 14-3-3 Bad PPI | PGE2 EP2 inh | L929 necroptosis | Hck Nef HTS | Calpain2 inh | Tb hexokinase
CCOC(=O)N1CCN(C(=O)c2ccc(CN(c3ccc(C)c(C)c3)S(C)(=O)=O)cc2)CC1 | 6 | -15 | 4 | -13[fluorescence artefact?] | 2 | -1.0 | 1 | -50 | -12
CC(=O)N(C)c1nnc(-c2cnccn2)s1 | nt | 7 | -6 | -2 | nt | 0.3 | 1 | -10 | -12
Cc1cccc(-c2nnc(SCCC(=O)N3CCOCC3)o2)c1 | -2 | 16[fluorescence artefact?] | 6 | -5 | 11 | 0.5 | 6 | -8 | 4
CSc1nc2ccccc2n1CC(=O)N1CCCCC1 | -2 | 5 | 31 | -7 | 7 | -0.4 | 1 | -10 | 0
CCOC(=O)c1sc2nc(C)n(N)c(=O)c2c1C | -6 | -2 | 14 | 2 | 8 | 0.2 | 21 | 29 | 6
O=C(COC(=O)Cn1cnc2ccccc2c1=O)NCC12CC3CC(CC(C3)C1)C2 | 10 | -1 | 14 | 2[fluorescence artefact?] | 7 | -0.3 | 2 | -10 | -6
C/C(=N\NC(=O)c1cc(C2CC2)nc2ccccc12)c1ccc(C)s1 | 1 | -2 | -19 | -9 | 13 | 1.6 | 4 | -145 | -6
Nc1ccc(C(=O)OCC(=O)NC2CC2)cc1[N+](=O)[O-] | -6 | -2 | 6 | -16 | 3 | 6.9 | 21 | -14 | -6
CC(C)c1ccccc1NC(=S)NCCCn1ccnc1 | 12 | 4 | 29 | -20 | 11 | 2.2 | 26 | -44 | -2
CC(=O)Nc1nonc1NC(=O)CSc1nc2ccccc2o1 | 3 | 15 | -7 | 18 | 6 | -0.1 | 0 | 16 | 16
CSc1ccccc1C(=O)Nc1cccc(C)c1 | -1 | 4 | -3 | -6 | 5 | 1.6 | 0 | -7 | -4
CC(C)CN1CCC(CNC(=O)CCc2nnc(Cc3c[nH]c4ccccc34)o2)CC1 | 3 | 0 | 11 | -16 | 8 | 4.7 | 19 | -18 | 1

The results go on:
SMILES	Rad51 HR inh	eIF4E-4G inh	EP2 mod	14-3-3 Bad PPI	PGE2 EP2 inh	L929 necroptosis	Hck Nef HTS	Calpain2 inh	Tb hexokinase
Cc1ccc(-c2csc3ncnc(SCC(=O)c4ccc5c(c4)OCCO5)c23)cc1	nt	-21[fluorescence artefact?]	-1	-10[fluorescence artefact?]	6	0.2	-1	-6	-11
COc1cc(Cl)c(S(=O)(=O)NCCN2CCOCC2)cc1Cl	-6	-5[fluorescence artefact?]	2	-4[fluorescence artefact?]	3	0.2	-2	-18	2
CC(C)NC(=O)CN1CCN(Cc2nc(C(c3ccccc3)c3ccccc3)no2)CC1	0	1	32	-1	8	-1.2	15	-28	1
COc1cc(Cl)ccc1NC(=S)N(CCCN1CCOCC1)Cc1cn(C)c2ccccc12	-38	0	13	-9	5	nt	10	-9	-3
O=C(Nc1ccc(O)c(C(=O)O)c1)Oc1ccccc1	14	-4	-13	-6	9	0.5	16	-172	-15
Cc1ccc(N=Cc2c(O)cc(C)oc2=O)c(C)c1	-18	-1	-12	2	10	1.8	-8	31	4
O=C(NCCc1ccc(Cl)cc1)C1CCN(S(=O)(=O)N2CCC3(CC2)OCCO3)CC1	-2	1	-14	-10	9	-0.1	0	13	23
C=CCNC(=S)NNC(=O)c1ccccc1	-3	2	-2	-6	11	-0.3	-2	-4	1
CCOC(=O)c1oc2cc(OCC(N)=O)ccc2c(=O)c1-c1ccc(OC)c(OC)c1	4&10	-11&2	-1&-6	-7&-1	10	1.3	4	-15&16	-7
Cc1nc(C(=O)N2CCc3c([nH]c4ccccc34)C2c2cc(F)ccc2F)cs1 (stereo not drawn)	nt	5	27	-1	6	1.5	-1	1	-8
O=C(c1cc2sccc2n1Cc1ccccc1)N1CCN(c2nc3ccccc3s2)CC1	-2	2[fluorescence artefact?]	30	5	11	0.5	3	-81	0
COc1ccc(CNC(=O)CCc2c(C)nc3cc(-c4ccccc4OC)nn3c2C)cc1	10	-10	-67	1	8	1.4	20	-60	-15
COc1ccccc1CCNS(=O)(=O)c1c(C)n(C)c(=O)n(C)c1=O	1	-1	0	-4	7	0.4	1	-28	-4
CC1=NN(C(C#N)c2ccccc2)C(C)(C)C1 (stereo not drawn)	6	0	-14&17	-9	9&10	14	20	-22	-3
COc1cc2c(cc1OC)CN(C(=S)NC(=O)c1ccccc1)CC2	-10	-2	-15	6	8	0.4	18	27	9
CCCCN(CCCC)C1=Nc2ccccc2N/C1=C(/C#N)C(=O)OCC	4	0	25	3	6	-0.3	-1	7	11
Cn1c(Cc2ccccc2)nnc1SCC(=O)Nc1cccc(S(=O)(=O)NC2=NCCCCC2)c1	-2	-2	31	-8	5	1.2	3	-4	-2
Nc1n[nH]c(CO)n1	0	-1	-3	1	3	-0.1	4	8	-8
CC(C)(O)C#Cc1ccc(CN2CCN(C3CCCCC3)C(CCO)C2)cc1 (stereo not drawn)	nt	0	-12	-4	3	-1.0	5	-3	-6
NC(=O)c1sc2nc3c(cc2c1N)CCCCCC3	17	-2	-30	-10	10	1.3	-1	-15	-17
CCOC(=O)c1ccccc1NC(=O)Cn1cnc2c(oc3ccccc32)c1=O	6	2[fluorescence artefact?]	-12	-8	7	0.4	1	-9	-4
Cn1cc([N+](=O)[O-])c(C(=O)NNC(=O)c2ccc([N+](=O)[O-])cc2Cl)n1	-5	-4	31	-5	3	0.6	0	-12	-6
COc1ccccc1NC(=O)c1nnn(Cc2ccccc2)c1NC(=O)C(F)(F)F	5	3	-12	65	6	0.1	0	-38	-1
Cc1ccc(Cl)cc1N1CCN(C(=O)COc2ccc3c(c2)CCC3)CC1	-5	5	6	9	8	2.8	1	39	9
Cc1cc(C)n(-c2cc(N3CCN(S(=O)(=O)c4ccc(Cl)cc4)CC3)ccc2[N+](=O)[O-])n1	10	-1	24	-18[fluorescence artefact?]	5	-0.5	5	-10	-8
Cc1cc(/C=N\NC(=O)CC(=O)NC2CCCCC2)c(C)n1-c1ccc(Cl)cc1	-3	1	14	-7	3	1.1	1	12	-7
CCN1CCc2nc(NC(=O)c3cc(F)c(F)cc3Cl)sc2C1	2	-1	0	-5	5	-0.3	23	-26	-12
COc1ccc2cc3cc(C(=O)NCc4cccnc4)oc3nc2c1	-4	5	-32	6	10	-0.7	9	i	-30
O=C(NCc1ccccc1)c1ccc(COCC(F)(F)F)o1	-1	5	18	-3	5	-0.4	8	-23	3
COc1ccc2c(c1)cc1n2CCN=C1NN	3	0	-3	2	11	-0.6	0	-12	-28
O=C(CSc1nc2ncc(Cl)cc2[nH]1)NCC(=O)Nc1ccc(F)c(F)c1F	-8	-2	13	0	10	1.0	61*	-21	-6
O=C(NNC(=O)C1CCN(Cc2cccc(F)c2)CC1)c1cccc(Cl)c1	1	nt	1	nt	8	0.1	-1	-1	1
O=C(Nc1ncc2c(n1)-c1ccccc1OC2)c1ccc(Cl)cc1	-7	9	-31	0	1	0.3	-2	i	-12
Cc1noc(C)c1C(=O)N1CCN(C(=O)c2sc3cc(Cl)ccc3c2Cl)CC1	-2	0	-11	-6[fluorescence artefact?]	5	0.7	12	-22	5
CCOc1ccc(S(=O)(=O)N2CCc3cc(OC)c(OC)cc3C2)cc1	nt	4	-14	0[fluorescence artefact?]	7	nt	-1	3	2
CC(Oc1ccc(Cl)cc1Cl)C(=O)N(Cc1ccco1)C1CCS(=O)(=O)C1 (stereo not drawn)	7	-8	11	-10	3	-0.2	0	-7	-2
Cn1c(SCC(=O)Nc2ccc(N3CCOCC3)c(Cl)c2)nnc1C(O)c1ccccc1 (stereo not drawn)	-12	0	14	-4	5	-0.2	-6	-7	-2
COc1ccc(Cl)cc1S(=O)(=O)N1CCC(O)(c2ccc(Cl)cc2)CC1	11	4	-24	3	6	1.2	4	-3	7
COc1ccccc1C(=O)NC(C)C(c1cccs1)N1CCN(C)CC1 (stereo not drawn)	-3	4	15	-4[fluorescence artefact?]	9	-0.5	8	-21	6
Cn1c(=O)[nH]c(=O)c2c1nc(N1CCCCC1)n2CCCSc1nc2ccccc2s1	4	-15	52	-14	6	-0.2	1	-39	-6

Only part of the results is shown; the hit share may differ from the screen's.
